# CCT modulator = modulators of cytosolic chaperonin (CCT/TRiC) activity; AID 651819; 360,000 tested, 0.3% active; purified chaperonin ATPase assay, HTRF ADP detection, 30 min; activity change, % (concentration not given with the values), hits read low; in the data active means activity change below about -30%; further: on the % scale 0 is the no-effect control and ±100 the full control effect
#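 TRiC at 40 or 20 nM final (batch-dependent) in 30 mM Tris pH 7.4, 100 mM KCl, 5 mM MgCl2, 1 mM DTT, with compound at single 76 uM and 10 uM ATP, 30 min at 37 deg C. ADP detected by HTRF Transcreener, 665/615 ratio.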
# PI5P4Ka inh = blocks human PI5P4K alpha kinase activity | PI5P4Kalpha enzyme, ADP-Glo luminescence, 60 min; active compounds read low | max response, % | P48426 | 330,000 tested, 1.2% active | AID 652105; active means max response of -50% or lower; inconclusive means between -30% and -50%; inactive means -30% or higher; further: value at the top dose of about 77 µM; on the % scale 0 is the no-effect control and ±100 the full control effect
#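 Single end-point luminescence (ADP-Glo) quantified ADP from PI5P4Kalpha turnover; ATP 5 microM final, 1 h at RT, 0.1% CHAPS and 0.28 mM EGTA in HEPES pH 7.4.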
# WRN helicase inh = blocks human WRN helicase | Q14191 | WRN helicase unwinding, fluorescent forked duplex, kinetic | Potency, µM (top dose mostly 114 µM), for inactives: at the highest dose activity change, negative = inhibition, usual class: inhibitors | 360,000 tested, 0.46% active; further: potency means the concentration at half of the fitted maximal effect; on the % scale 0 is the no-effect control and ±100 the full control effect; nearly all actives have a fitted effect of over 55% in size
# Target sequence (Q14191 whole entry, looked up): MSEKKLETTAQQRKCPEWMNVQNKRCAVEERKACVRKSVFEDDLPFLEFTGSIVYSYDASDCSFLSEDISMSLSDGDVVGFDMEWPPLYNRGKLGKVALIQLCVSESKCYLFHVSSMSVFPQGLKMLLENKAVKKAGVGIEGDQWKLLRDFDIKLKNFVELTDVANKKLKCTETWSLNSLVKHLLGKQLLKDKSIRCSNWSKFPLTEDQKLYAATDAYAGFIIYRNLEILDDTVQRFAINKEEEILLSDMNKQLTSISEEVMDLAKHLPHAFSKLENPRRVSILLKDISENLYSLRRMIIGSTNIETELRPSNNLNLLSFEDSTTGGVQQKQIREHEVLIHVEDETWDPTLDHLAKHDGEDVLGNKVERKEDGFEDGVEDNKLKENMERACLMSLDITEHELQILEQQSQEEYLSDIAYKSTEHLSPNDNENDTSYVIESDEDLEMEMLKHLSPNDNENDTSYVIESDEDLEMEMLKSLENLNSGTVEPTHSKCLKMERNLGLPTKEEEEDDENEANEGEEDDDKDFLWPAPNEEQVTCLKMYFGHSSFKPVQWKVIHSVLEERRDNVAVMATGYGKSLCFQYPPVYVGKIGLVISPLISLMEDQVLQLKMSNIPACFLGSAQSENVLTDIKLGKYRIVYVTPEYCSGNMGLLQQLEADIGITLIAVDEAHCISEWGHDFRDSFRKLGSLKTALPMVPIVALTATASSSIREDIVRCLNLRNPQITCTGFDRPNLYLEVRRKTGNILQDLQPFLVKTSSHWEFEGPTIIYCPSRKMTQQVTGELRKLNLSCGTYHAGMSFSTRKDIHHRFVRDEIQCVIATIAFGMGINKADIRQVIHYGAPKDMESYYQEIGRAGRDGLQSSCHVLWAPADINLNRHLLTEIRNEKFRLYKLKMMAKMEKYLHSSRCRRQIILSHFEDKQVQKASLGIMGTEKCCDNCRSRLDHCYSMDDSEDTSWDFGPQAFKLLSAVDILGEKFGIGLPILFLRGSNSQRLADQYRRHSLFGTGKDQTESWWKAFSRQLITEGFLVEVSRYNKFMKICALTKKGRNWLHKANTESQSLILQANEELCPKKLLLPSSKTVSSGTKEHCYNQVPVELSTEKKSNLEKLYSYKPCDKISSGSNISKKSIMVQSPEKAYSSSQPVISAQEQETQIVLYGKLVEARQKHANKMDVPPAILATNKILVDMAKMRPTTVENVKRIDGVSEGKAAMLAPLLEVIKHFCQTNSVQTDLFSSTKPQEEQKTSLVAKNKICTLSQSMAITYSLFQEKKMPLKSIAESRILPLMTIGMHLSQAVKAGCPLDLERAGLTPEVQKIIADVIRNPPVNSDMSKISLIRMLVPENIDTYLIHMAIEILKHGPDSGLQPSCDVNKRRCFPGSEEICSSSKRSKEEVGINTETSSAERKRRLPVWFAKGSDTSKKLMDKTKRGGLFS
#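 Kinetic fluorescence helicase assay: unwinding of a quenched forked DNA duplex (100 nM final) with 2 mM ATP final raises red fluorescence (525/598 nm). Compounds sat 15 min at room temperature with 20 nM WRN beforehand.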
# EPAC2 antag = antagonists of human EPAC2; Q8WZA2; EPAC2 GEF exchange of Rap1B-BODIPY-GDP, fluorescence; Potency, µM (series often up to 114 µM), inactives show at the top dose activity, negative = inhibition, actives largely listed as inhibitors; 360,000 tested, 0.18% active; further: potency means the concentration at half of the fitted maximal effect; on the % scale 0 is the no-effect control and ±100 the full control effect; nearly all actives have a fitted effect of over 45% in size; many of its hits are not listed in these tables
# Mm-Cpn inhibitor = M. maripaludis TRiC chaperonin inhibition. Potency, µM (highest dose often 76.9 µM), for inactives: at the highest dose activity, negative = inhibition, most hits filed as inhibitors. 330,000 tested, 0.031% active. purified Mm-Cpn ATPase, ADP Transcreener TR-FRET. AID 504842; further: potency means the concentration at half of the fitted maximal effect; on the % scale 0 is the no-effect control and ±100 the full control effect; nearly all actives have a fitted effect of over 80% in size
#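 25 nM Mm-CPN + cpd, 10 min 37°C; + 10 uM ATP, 30 min 37°C; buffer 30 mM Tris pH 7.4, 100 mM KCl, 5 mM MgCl2, 1 mM DTT; Transcreener ADP HTRF detection 30 min RT.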
# EPAC1 antag = blocks human EPAC1 exchange factor | 360,000 tested, 0.14% active | O95398 | EPAC1 GEF assay, Rap1b-BODIPY-GDP exchange fluorescence | AID 720709 | Potency, µM (doses to about 115 µM), inactives show top-dose activity change, negative = inhibition, hits mostly inhibitors;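 further: potency means the concentration at half of the fitted maximal effect; plate controls were vehicle for no effect and positive control for full effect; nearly all actives have a fitted effect of over 50% in size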
# PLK1 PBD block = blocks phosphopeptide binding to human PLK1 polo-box domain; Plk1 PBD binding of FITC phosphopeptide, fluorescence polarization; 360,000 tested, 2.8% active; P53350; Potency, µM, inactives show max response, negative = inhibition, actives largely listed as inhibitors; further: potency means the concentration at half of the fitted maximal effect; series mostly up to about 57 µM; on the % scale 0 is the no-effect control and ±100 the full control effect; nearly all actives have a fitted effect of over 65% in size
# EPAC1 ag = activates human EPAC1 exchange factor; EPAC1 agonist qHTS, biochemical assay; response scale: 100% = response to 6.5 mM cAMP; Potency, µM (doses to about 154 µM), for the others: at the highest dose activation, hits mostly activators; AID 720707; O95398; 360,000 tested, 0.073% active; further: potency means the concentration at half of the fitted maximal effect; nearly all actives have a fitted effect of over 60% in size
#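 EPAC1 100 nM, Rap1B–BODIPY-GDP 250 nM, unlabeled GDP 50 uM; compound titration; 5 min RT; kinetic read ex480/em540 at 5-min intervals ×30 min; data normalized to 6.5 mM cAMP agonist control.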
# The depositor's hits bear a star; ? = inconclusive; / = not tested or not shown; [ ] = another dose, or the depositor's remark. Unless noted, the call rests on the fitted dose curve; in most records, active means well fitted curve in the direction sought with a large enough effect; inconclusive means small, poorly fitted or top-dose-only effect, or another doubt; inactive means no such curve, though single readings can be large; an effect the other way counts as inactive or inconclusive. The list is partial; rates above refer to the full screens.
# Field names – A = CCT modulator; B = PI5P4Ka inh; C = WRN helicase inh; D = EPAC2 antag; E = Mm-Cpn inhibitor; F = EPAC1 antag; G = PLK1 PBD block; H = EPAC1 ag
Cc1ccc(C(=O)N/C(=C/c2ccc(-c3ccc(Br)cc3)o2)C(=O)NC2CCS(=O)(=O)C2)cc1 (stereo not drawn)
  A: 0.2; B: 3; C: 1%; D: 4%; E: -2%; F: 4%; G: -1%; H: -8%

Cc1ccc(CN(C(=O)COc2ccc(C)c(C)c2)C2CCS(=O)(=O)C2)o1 (stereo not drawn)
  A: -0.8; B: -11; C: -4%; D: -8%; E: 1%; F: -20%; G: 27µM*; H: -9%

COCCNc1nc(-c2cc(C)n(CCc3ccc(OC)cc3)c2C)cs1
  A: -1.7; B: -28; C: -3%; D: -9%; E: -4%; F: 5%; G: -11%; H: -15%

O=C(COc1ccc(S(=O)(=O)N2CCOCC2)cc1Cl)NC1CC1
  A: -3.4; B: -7; C: -3%; D: 0%; E: 2%; F: -5%; G: -17%; H: -7%

COc1ccc(C(C)=O)cc1CC1(C)C(=O)Nc2ccc(-c3cccc(C(F)(F)F)c3)cc21 (stereo not drawn)
  A: 0.2; B: 22; C: -8%[57.1 µM]; D: ?; E: /; F: ?; G: -1%; H: -20%

Cc1ccc(Nc2nc(CSc3nnc(-c4ccc(F)cc4)n3C)cs2)cc1
  A: 1.3; B: -16; C: -12%; D: -2%; E: -2%; F: -13%; G: -12%; H: -13%

O=C(CCl)Nc1c[nH]c(=O)[nH]c1=O
  A: 0.9; B: -2; C: 0%; D: 0%; E: -4%; F: -1%; G: -9%; H: -3%

Cc1ccc2c(C)c(C(=O)N3CCN(c4cnccn4)CC3)oc2c1C
  A: 0.6; B: 0; C: -18%; D: -8%; E: -2%; F: -14%; G: 1%; H: 0%

O=C(Nc1ccc(Oc2ccc(C(F)(F)F)cn2)c(Cl)c1)C1CC1
  A: 1.0; B: -2; C: -2%; D: 3%; E: -3%; F: -9%; G: -7%; H: -9%

Cc1ccc(C(C)C)c(OCCCCN2CCNCC2)c1
  A: -0.4; B: 4; C: 7%; D: 8%; E: 1%; F: -5%; G: -4%; H: -6%

COc1cccc(C(=O)Nc2ccc3c(c2)OC[C@H](C)N(CCc2ccccc2)C[C@@H](C)[C@@H](OC)CN(C)C3=O)c1
  A: /; B: 3; C: -11%; D: ?; E: /; F: -12%; G: -9%; H: -1%

COc1cccc(CC2(CO)CCN(S(=O)(=O)c3ccc(OC)cc3OC)CC2)c1
  A: 2.5; B: 1; C: 1%; D: 6%; E: 0%; F: 1%; G: 3%; H: -11%

Cc1ccc(C2(c3ccccc3)NC(=O)N(CC(=O)NC3CCS(=O)(=O)C3)C2=O)cc1C (stereo not drawn)
  A: -0.8; B: -4; C: 4%; D: 13%; E: 1%; F: 2%; G: 2%; H: 2%

CCOC(=O)C1C(=O)C=C(c2ccc(C)cc2)CC1c1ccco1 (stereo not drawn)
  A: 0.5; B: 0; C: 1%; D: -25%; E: 0%; F: -2%; G: -9%; H: 23%

CN(C)c1nc(-c2ccccc2)nnc1C(F)(F)F
  A: -2.8; B: 5; C: -5%; D: 8%; E: 2%; F: 11%; G: -2%; H: 0%

CCOc1ccccc1OCC(=O)NNC(=O)Cn1cnc2c1c(=O)n(C)c(=O)n2C
  A: 0.8; B: -9; C: 4%; D: 0%; E: -2%; F: 6%; G: 0%; H: 1%

O=C(CCN1C(=O)c2cccc3cccc(c23)C1=O)NC1CCS(=O)(=O)C1 (stereo not drawn)
  A: -1.5; B: -5; C: 5%; D: 0%; E: 0%; F: 2%; G: -6%; H: 5%

N#Cc1nc(-c2ccccc2F)oc1N1CCN(C(=O)c2ccco2)CC1
  A: 0.1; B: 1; C: -7%; D: 7%; E: -5%; F: -16%; G: 1%; H: -3%

c1ccc(-c2noc(-c3cccc4ccccc34)n2)nc1
  A: 1.3; B: -1; C: 5%; D: -4%; E: 1%; F: 10%; G: -7%; H: 8%

CCOC(=O)N1CCC(Nc2ncnc3c2cnn3-c2ccccc2)CC1
  A: 2.5; B: /; C: -9%; D: -4%; E: -2%; F: -7%; G: -2%; H: 9%

O=C(CSc1nnc(-c2ccccc2F)o1)Nc1ccc(N2CCOCC2)cc1
  A: 0.2; B: -1; C: -7%; D: 1%; E: 0%; F: -26%; G: -13%; H: 13%

Cc1ccc(O)c(N=Nc2ccc(S(=O)(=O)N3CCCC3)cc2)c1
  A: -2.8; B: 5; C: 0%; D: 0%; E: -2%; F: -6%; G: -3%; H: 12%

O=C(c1[nH]c(C(F)(F)F)nc1-c1ccccc1)N1CCc2ccccc2C1
  A: 1.0; B: 0; C: 6%; D: -8%; E: /; F: 2%; G: 4%; H: -4%

CCOC(=O)c1ccc(NS(=O)(=O)c2cc(-c3nnnn3C(C)C)ccc2OC)cc1
  A: 0.6; B: 3; C: -5%; D: 13%; E: 1%; F: -8%; G: -7%; H: 4%

CCOC(=O)N1CCN(Cc2ccc(F)cc2F)CC1
  A: -0.6; B: /; C: 6%; D: 5%; E: 3%; F: -8%; G: -2%; H: -7%

# A draw from above in order of molecular weight, rising:
# Field names – A = CCT modulator; B = PI5P4Ka inh; C = WRN helicase inh; D = EPAC2 antag; E = Mm-Cpn inhibitor; F = EPAC1 antag; G = PLK1 PBD block; H = EPAC1 ag
c1ccc(-c2noc(-c3cccc4ccccc34)n2)nc1
  A: 1.3; B: -1; C: 5%; D: -4%; E: 1%; F: 10%; G: -7%; H: 8%

Cc1ccc(C(C)C)c(OCCCCN2CCNCC2)c1
  A: -0.4; B: 4; C: 7%; D: 8%; E: 1%; F: -5%; G: -4%; H: -6%

Cc1ccc2c(C)c(C(=O)N3CCN(c4cnccn4)CC3)oc2c1C
  A: 0.6; B: 0; C: -18%; D: -8%; E: -2%; F: -14%; G: 1%; H: 0%

N#Cc1nc(-c2ccccc2F)oc1N1CCN(C(=O)c2ccco2)CC1
  A: 0.1; B: 1; C: -7%; D: 7%; E: -5%; F: -16%; G: 1%; H: -3%

O=C(c1[nH]c(C(F)(F)F)nc1-c1ccccc1)N1CCc2ccccc2C1
  A: 1.0; B: 0; C: 6%; D: -8%; E: /; F: 2%; G: 4%; H: -4%

O=C(CSc1nnc(-c2ccccc2F)o1)Nc1ccc(N2CCOCC2)cc1
  A: 0.2; B: -1; C: -7%; D: 1%; E: 0%; F: -26%; G: -13%; H: 13%

CCOc1ccccc1OCC(=O)NNC(=O)Cn1cnc2c1c(=O)n(C)c(=O)n2C
  A: 0.8; B: -9; C: 4%; D: 0%; E: -2%; F: 6%; G: 0%; H: 1%

# New compounds follow
# Field names – A = CCT modulator; B = PI5P4Ka inh; C = WRN helicase inh; D = EPAC2 antag; E = Mm-Cpn inhibitor; F = EPAC1 antag; G = PLK1 PBD block; H = EPAC1 ag
O=C1COc2ccc(S(=O)(=O)N3CCc4ccccc43)cc2N1
  A: -0.8; B: -1; C: 2%; D: -11%; E: 0%; F: -3%; G: ?; H: 1%

COC(=O)[C@@]1(Cc2ccccc2)[C@H]2C(=O)N(Cc3ccccc3)C(=O)[C@H]2[C@H]2CN=C(SCC(=O)c3ccccc3)N21
  A: -1.7; B: -1; C: -1%; D: 3%; E: -13%; F: -22%; G: -19%; H: -1%

O=C(CNC(=O)c1ccc(Br)cc1)NCC(=O)OCC(=O)c1ccc([N+](=O)[O-])cc1
  A: -1.0; B: 2; C: -36%[57.1 µM]; D: -15%; E: -3%; F: -8%; G: -8%; H: 5%

Cc1ccc(C)c(N2CCN(C3CCCC(C)C3)CC2)c1 (stereo not drawn)
  A: -5.1; B: -7; C: -22%; D: 7%; E: -1%; F: 0%; G: -1%; H: 4%

CC(C)(C)C(=O)CSc1nnc(Nc2ccccc2)s1
  A: -2.9; B: 3; C: -5%; D: -5%; E: 0%; F: -21%; G: -2%; H: 1%

Cc1c(NC(=O)COC(=O)c2ccc(Cl)nc2)c(=O)n(-c2ccccc2)n1C
  A: -0.7; B: 1; C: -1%; D: 1%; E: -2%; F: -19%; G: -8%; H: 6%

COc1ccc([N+](=O)[O-])cc1NC(=O)CSc1nccc(C)n1
  A: -0.8; B: ?; C: -12%; D: 5%; E: -3%; F: 4%; G: -18%; H: -4%

C=CCOc1c(Br)cc(CNn2nnnc2N)cc1OC
  A: -5.7; B: 1; C: 0%; D: -1%; E: 0%; F: -2%; G: -9%; H: 7%

O=C(CN1C(=O)c2ccccc2C1=O)NCc1ccc(C(=O)O)cc1
  A: -9.3; B: 1; C: 19%; D: -1%; E: 1%; F: -20%; G: -4%; H: -2%

CCOC(=O)Nc1nc2ccccc2s1
  A: -0.4; B: -1; C: -2%; D: -3%; E: 0%; F: -8%; G: -12%; H: 6%

COc1ccc(C2CC(c3ccccc3)n3nnnc3N2)cc1 (stereo not drawn)
  A: 0.2; B: -1; C: -1%; D: -5%; E: 0%; F: -1%; G: -21%; H: -2%

O=C(COC(=O)c1cc(F)cc(F)c1)NCCCc1ccccc1
  A: -3.5; B: -2; C: 9%; D: -9%; E: -2%; F: -1%; G: -11%; H: 6%

CCOC(=O)c1ccccc1NC(=O)CN(c1cccc(OC)c1)S(C)(=O)=O
  A: -2.1; B: /; C: -2%; D: -4%; E: 0%; F: 4%; G: -4%; H: 13%

Cc1sc2ncnc(OCC(=O)N3CCN(S(=O)(=O)c4ccc(Cl)cc4)CC3)c2c1C
  A: 0.5; B: -20; C: -9%[57.1 µM]; D: 0%; E: -19%; F: -7%; G: -6%; H: 2%

COc1cc(C(=O)NCc2nnc(SCC(=O)Nc3cc(C)cc(C)c3)o2)cc(OC)c1OC
  A: -0.7; B: 0; C: 3%; D: 0%; E: 1%; F: -2%; G: -8%; H: 4%

O=C(CCCn1c(SCC(=O)c2ccc(F)cc2)nc2ccccc2c1=O)NCc1ccccc1
  A: 0.4; B: 3; C: 0%; D: 6%; E: -1%; F: 2%; G: 2%; H: -2%

Cc1ccc(OCc2nnc(SCC(=O)c3cccc([N+](=O)[O-])c3)n2C)cc1
  A: -8.5; B: /; C: 3%; D: -12%; E: 0%; F: -13%; G: -10%; H: 4%

Cc1ccc(NC(=O)c2cncc(Br)c2)nc1
  A: -0.8; B: 1; C: -1%; D: 5%; E: 1%; F: -13%; G: -16%; H: -3%

O=C(COC(=O)c1ccc(O)cc1)Nc1ccccc1
  A: -0.4; B: 0; C: 1%; D: 2%; E: 2%; F: 0%; G: -6%; H: -3%

COc1cc(CNC(=O)CCCC/C=C/C(C)C)ccc1O
  A: -1.3; B: 0; C: -6%; D: 9%; E: -2%; F: 6%; G: -5%; H: -20%

CCOC(=O)C1=C(c2ccccc2)ON(C)C1c1ccccc1 (stereo not drawn)
  A: -4.2; B: 13; C: 3%; D: -3%; E: 0%; F: -14%; G: -8%; H: -2%
